PAFAH2 FP inh: inhibitors of human PAFAH2; Q99487; recombinant PAFAH2, FP-rhodamine activity probe, fluorescence polarization; inhibition, % at 3.39 µM; 340,000 compounds, 0.99% hits;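 active = inhibition above the mean over all tested compounds plus 3 SD, cut at about 30% in these data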;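 note: inhibitors block probe labeling of enzyme so polarization drops; 0% = enzyme with DMSO and 100% = wells lacking PAFAH2 protein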
LYPLA1 counter: LYPLA1 (human) inhibition in PME1 counter-screen. recombinant LYPLA1, FP-Rh probe fluorescence polarization. AID 2174. 320,000 compounds, 0.16% hits. inhibition, % at 5.9 µM;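 active = inhibition above the mean of all tested compounds plus 3 SD, set per campaign, cut at about 14% in these data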;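 note: inhibitors block serine hydrolase probe labeling of LYPLA1 so polarization falls; 0% = enzyme with DMSO and 100% = wells lacking LYPLA1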
PAFAH1B2 FP inh: blocks human PAF acetylhydrolase 1b catalytic subunit 2; P68402; 340,000 compounds, 1.2% hits; recombinant PAFAH1B2, FP-rhodamine activity probe, fluorescence polarization; AID 492953; inhibition, % at 3.39 µM;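 active = inhibition above the mean of all tested compounds plus 3 SD, cut at about 24% in these data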;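 note: 0% = enzyme with DMSO and 100% = wells lacking PAFAH1B2; many of its hits are not listed in these tables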
PAFAH1B3 FP inh: blocks human PAF acetylhydrolase 1B catalytic subunit 3; 340,000 compounds, 0.28% hits; recombinant PAFAH1B3, FP-rhodamine probe, fluorescence polarization; inhibition, % at 3.39 µM; AID 492972;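 active = inhibition above the screen-wide average of all tested compounds plus 3 SD, cut at about 25% in these data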;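 note: 0% = enzyme with DMSO only and 100% = wells lacking PAFAH1B3 protein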
GSTO1 inh: counter-screen for RBBP9 inhibitors: inhibitors of human GSTO1 | P78417 | recombinant GSTO1, activity-based probe fluorescence polarization | inhibition, % at 5.96 µM | 300,000 compounds, 1.1% hits;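 active = inhibition above the campaign mean inhibition plus 3 SD, cut at about 35% in these data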;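 note: 0% = GSTO1-1 with DMSO and 100% = wells lacking GSTO1-1 enzyme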
LYPLA2 counter: counter-screen for PME1 inhibitors: inhibitors of human LYPLA2; recombinant LYPLA2, FP-Rh probe fluorescence polarization; inhibition, % at 5.9 µM; 320,000 compounds, 0.38% hits;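 active = inhibition above the screen-wide mean plus 3 SD, limit set per campaign, cut at about 26% in these data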;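 note: 0% = LYPLA2 with DMSO and 100% = wells lacking LYPLA2 enzyme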
Target sequence (O95372 whole entry, looked up): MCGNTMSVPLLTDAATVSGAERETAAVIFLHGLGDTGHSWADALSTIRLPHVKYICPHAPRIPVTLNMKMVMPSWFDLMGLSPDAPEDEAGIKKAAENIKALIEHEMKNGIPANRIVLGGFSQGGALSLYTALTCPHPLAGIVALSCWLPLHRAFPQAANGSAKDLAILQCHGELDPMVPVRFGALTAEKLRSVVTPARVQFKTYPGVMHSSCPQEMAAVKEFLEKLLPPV
PAD4 FP inh: PAD4 (human) enzyme inhibition; Q9UM07; recombinant PAD4, RCA probe fluorescence polarization; inhibition, % at 6.36 µM; 330,000 compounds, 0.41% hits; AID 485272;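 active = percent inhibition above a cutoff equal to the mean of all tested compounds plus 3 SD, cut at about 15% in these data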;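 note: 0% = PAD4 with RCA probe and DMSO and 100% = probe without PAD4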
PREPL inhibitor: human PREPL enzyme inhibition; Q4J6C6; recombinant PREPL, fluorescence polarization activity-based probe; inhibition, % at 5.96 µM; 320,000 compounds, 0.68% hits; AID 2751; in the data active = inhibition above about 43%;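 note: 0% = enzyme with DMSO and 100% = wells lacking enzyme; many of its hits are not listed in these tables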
Target sequence (Q4J6C6 whole entry, looked up): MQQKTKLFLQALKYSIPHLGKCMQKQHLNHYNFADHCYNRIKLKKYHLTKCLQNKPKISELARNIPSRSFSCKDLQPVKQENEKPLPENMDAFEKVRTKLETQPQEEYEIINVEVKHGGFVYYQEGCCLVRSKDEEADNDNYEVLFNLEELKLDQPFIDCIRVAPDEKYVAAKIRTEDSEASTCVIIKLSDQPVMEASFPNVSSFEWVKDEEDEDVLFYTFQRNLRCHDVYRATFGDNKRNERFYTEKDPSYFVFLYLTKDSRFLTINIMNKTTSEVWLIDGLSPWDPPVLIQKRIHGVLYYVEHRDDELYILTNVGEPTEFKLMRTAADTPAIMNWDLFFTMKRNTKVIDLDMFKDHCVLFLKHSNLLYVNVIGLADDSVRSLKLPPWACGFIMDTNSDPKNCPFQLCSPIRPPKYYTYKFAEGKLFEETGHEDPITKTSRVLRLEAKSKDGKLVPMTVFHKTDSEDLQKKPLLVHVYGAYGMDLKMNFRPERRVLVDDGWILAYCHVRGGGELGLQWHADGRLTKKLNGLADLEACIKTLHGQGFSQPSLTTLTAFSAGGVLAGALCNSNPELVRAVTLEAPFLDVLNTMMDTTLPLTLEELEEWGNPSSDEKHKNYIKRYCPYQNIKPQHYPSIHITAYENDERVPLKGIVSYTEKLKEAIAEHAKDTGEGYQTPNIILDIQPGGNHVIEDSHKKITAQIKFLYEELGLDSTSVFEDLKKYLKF
pPAFAH inh: pPAFAH (human) enzyme inhibition; inhibition, % at 3.39 µM; recombinant pPAFAH, FP-rhodamine probe fluorescence polarization; Q13093; 330,000 compounds, 1.5% hits;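 active = inhibition above the mean inhibition across the screen plus 3 SD, cut at about 25% in these data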;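 note: inhibitors block binding of the rhodamine activity-based probe so polarization drops; 0% = enzyme with DMSO and 100% = wells lacking pPAFAH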
* marks the source's active call; other numbers are inactive results; / = not tested or not shown. An excerpt (hit frequency here may not be typical).

SMILES | PAFAH2 FP inh | LYPLA1 counter | PAFAH1B2 FP inh | PAFAH1B3 FP inh | GSTO1 inh | LYPLA2 counter | PAD4 FP inh | PREPL inhibitor | pPAFAH inh
CCOC(=O)C1=C(C)NC(=O)NC1c1ccccc1OCc1c(F)cccc1Cl (centres undefined) | -4 | 2 | -1 | 4 | 5 | -4 | 10 | 2 | -1
O=C(NCCc1nnc2ccc(SCC(=O)N3CCCC3)nn12)c1ccc(F)cc1 | 7 | 5 | 4 | 4 | 5 | 4 | 1 | 10 | 0
C=C(C)Cn1c(C(C)NC(=O)CCC)nc2ccccc21 (centres undefined) | -11 | -1 | 0 | 2 | -2 | 0 | -1 | -7 | -2
COc1ccc(C(N)CCc2ccco2)cc1 (centres undefined) | -13 | 2 | -5 | 4 | 5 | 1 | -11 | 32 | 7
NC(=O)c1ccccc1OCC(=O)NS(=O)(=O)c1ccccc1 | -2 | -3 | -1 | 7 | 5 | -1 | -3 | -3 | -2
Cc1cccc(NC(=S)N2CCOCC2)c1C | 7 | -2 | 3 | 1 | 5 | -1 | 1 | -3 | -3
C=CC(=O)Oc1ccc(N2Cc3ccccc3C2=O)cc1 | / | 3 | / | / | 14 | 3 | -3 | 37 | 5
Cc1coc(C)c1C(=O)CC1(O)C(=O)N(C)c2ccc(Cl)cc21 (centres undefined) | -1 | 2 | 5 | 7 | 3 | 7 | -4 | 4 | 2
COc1ccc(-c2c/c(=N\c3nc(-c4ccccc4)c(C)s3)c3ccccc3o2)cc1O | -5 | -14 | 9 | 17 | -14 | -7 | 33* | 22 | 14
CN(C)CCOC(=O)C12CC3CC(C1)CC(C(=O)OCCN(C)C)(C3)C2 | 0 | 0 | -2 | 6 | -1 | -1 | -4 | 6 | 1
COc1ccc(N2C(=O)C3C(C2=O)C(C(=O)c2ccc(Cl)cc2)N2CCCC32)cc1 (centres undefined) | 9 | -1 | -3 | 7 | -9 | 1 | -7 | 13 | 16
O=C(O)c1cc(N/N=C/c2ccc(OCc3ccccc3)cc2)ccc1Cl | 10 | -2 | 6 | -1 | 17 | 12 | 0 | 13 | 17
CCCn1c(COc2ccccc2)nc2ccccc21 | 2 | 3 | -3 | 4 | 4 | -4 | 0 | -10 | 3
CCOC(=O)c1cnc2ccc(OC)cc2c1NCc1ccccc1 | 1 | -5 | 2 | 9 | -4 | -5 | 3 | 4 | 9
COCCNC(=O)c1cc(-c2ccccc2)n(CC2CC(c3ccc(OC)cc3)=NO2)n1 (centres undefined) | -13 | -2 | 2 | 3 | -5 | -6 | -5 | -10 | -2
CC(C)(C)OC(=O)N1Cc2ccccc2C[C@H]1C(=O)NCC(=O)NCC1CCCO1 (some centres undefined) | 1 | 2 | 3 | 9 | -1 | 7 | 3 | 4 | 4
COc1cc(/C=C(/C#N)C(=O)Nc2ccccc2)c(Br)cc1OCc1ccc(C(=O)O)cc1 | 3 | -2 | -1 | 10 | -13 | 5 | 3 | 9 | -10
O=C(N/N=C/c1cccn1-c1ccc([N+](=O)[O-])cc1)C(O)c1ccccc1 (centres undefined) | 3 | -6 | 12 | 18 | -4 | 2 | 0 | 2 | 15
c1ccc2c(-c3nn4nnnc4c4ccccc34)cccc2c1 | 4 | -1 | 7 | 13 | -3 | 7 | 5 | 10 | 3
CCNc1nc(NCC)n2c(SCC(=O)c3ccc(C(C)C)cc3)nnc2n1 | -3 | -6 | 5 | 3 | 95* | 0 | -2 | 6 | 2
O=C(O)C1CCCN1C(=O)Nc1ccc(Cl)cc1 (centres undefined) | 5 | -1 | -2 | -1 | 4 | -2 | 1 | 3 | 4
Cc1nnsc1C(=O)NC1CCCc2c1cnn2-c1ccc(C(C)(C)C)cc1 (centres undefined) | -6 | 3 | 9 | -5 | 35* | 10 | 0 | 1 | 11
CC(C)NC(=O)c1ccc(Sc2ccccc2)c([N+](=O)[O-])c1 | -3 | 2 | 10 | 0 | 2 | 6 | 0 | 8 | 10
CC1(C)Cc2c(C#N)c(NCCO)nc(-c3ccco3)c2CO1 | / | -1 | / | / | 2 | 0 | -1 | 1 | 6
COc1ccccc1NC(=O)CSc1nc2ccccc2n1C(C)=O | -2 | 0 | -4 | 0 | 3 | 4 | -2 | 21 | 3

(list continues)
SMILES | PAFAH2 FP inh | LYPLA1 counter | PAFAH1B2 FP inh | PAFAH1B3 FP inh | GSTO1 inh | LYPLA2 counter | PAD4 FP inh | PREPL inhibitor | pPAFAH inh
Brc1cccc(OCCCNC2CCCC2)c1 | -2 | 3 | 1 | 6 | -5 | 0 | -6 | -17 | 6
CCn1c(O)c(N=Nc2ccc(Cl)c(C(=O)O)c2)c2ccccc21 | 0 | 0 | 4 | -4 | 0 | 1 | -6 | 0 | 4
Cc1nnc(N/N=C/c2cccs2)[nH]c1=O | -5 | 0 | 2 | 7 | -1 | -6 | -2 | 4 | 8
CC(C)(C)C(=O)CN1C2=NCCN2c2ccccc21 | 4 | -4 | -1 | -6 | 6 | -2 | 3 | 2 | 1
Cc1nnc(-c2ccccc2)c[n+]1[O-] | -3 | -1 | 0 | 4 | -5 | -2 | -5 | 12 | -3
COc1cccc(-c2cccc(NC(=O)C3CCN(Cc4ccc(C)o4)CC3)c2)c1 | 7 | 1 | 8 | 11 | 4 | -5 | -1 | -1 | 4
CCOC(=O)C1=C(C)N(CCCC(=O)O)C(=O)NC1c1cccs1 (centres undefined) | 1 | 1 | -2 | 18 | 2 | -8 | -2 | 7 | 6
O=C(Oc1ccc(Cl)c(Cl)c1)C1=CC=CN2CCS(=O)(=O)N=C12 | 0 | / | 7 | 4 | / | / | 3 | 8 | 1
COc1c(S(=O)(=O)n2nc(C)cc2C)ccc(Cl)c1Cl | 2 | -2 | 1 | 12 | -4 | 3 | 2 | -11 | -2
O=C(NC(=S)NNS(=O)(=O)c1ccc(Cl)cc1)c1cccnc1 | / | -3 | / | / | -16 | 2 | 2 | 5 | 5
COc1ccc(NC(=O)c2cc(-c3cccs3)on2)cc1OC | 2 | -1 | -3 | -3 | 1 | 3 | 0 | 4 | -1
COc1cc(CC(NC(C)=O)C(=O)NC2CCN(C(=O)c3ccc(C)cc3)CC2)cc(OC)c1 (centres undefined) | 6 | -2 | 9 | -6 | 2 | 3 | 2 | 3 | -1
CC1CC/C(=N/Nc2ccccc2)C(=O)N1 (centres undefined) | 6 | -3 | 3 | -2 | 2 | 7 | 3 | 8 | 1
NC(=O)[C@H]1CC2(CC(c3cccc(NC(=O)CC(c4ccccc4)c4ccccc4)c3)=NO2)CN1C(=O)C(c1ccccc1)c1ccccc1 (some centres undefined) | -54 | -33 | -20 | -38 | -19 | -62 | 1 | 25 | -14
COc1ccc(CN(C)C(=O)CNC(=O)c2ccc(C)cc2)cc1 | -6 | -1 | 1 | -2 | 22 | 8 | 1 | 12 | 2
COCCN(C(=O)CCC(=O)Nc1ccccn1)C(C(=O)NCCC(C)C)c1ccc(F)cc1 (centres undefined) | -4 | -1 | -2 | 1 | 2 | 6 | 2 | 12 | 2
CC(OC(=O)CN1C(=O)NC2(CCCCC2C)C1=O)c1ccccc1 (centres undefined) | 0 | 5 | 3 | 1 | / | 7 | 2 | 9 | 3
Cc1ccc(/C=N/n2cnc3sc4c(c3c2=O)CCCC4)o1 | -11 | -5 | 3 | 6 | -1 | 2 | 1 | 11 | 0
CCOc1ccc(C(=O)NCC(=O)NCC(c2cccs2)N2CCOCC2)cc1 (centres undefined) | -3 | 1 | 1 | 3 | 1 | 0 | 0 | 1 | 6
CC(=O)Nc1ccc(NC(=O)CSCCc2ccccn2)cc1 | -1 | -3 | -2 | 2 | 4 | -4 | 1 | 0 | 3
O=C(c1cnn2c(C(F)(F)F)cc(-c3cccs3)nc12)N1CCOCC1 | 7 | 3 | -1 | 7 | -1 | 1 | -7 | -5 | 3
CCC(CC)=NNC(=O)c1ccccc1OCc1ccc(F)cc1 | 3 | 0 | -5 | 7 | 3 | 1 | 5 | -17 | 9
CCSc1nnc(SCC(=O)NNC(=O)c2ccccc2F)s1 | 7 | 0 | -2 | 4 | 4 | 1 | 0 | 7 | 1
O=C1c2ccccc2-c2ccc(C(=O)N3CCOCC3)cc21 | 8 | -1 | -2 | 0 | -12 | -5 | -4 | 2 | 7
O=C1COc2ccc(S(=O)(=O)Nc3ccc(F)cc3)cc2N1 | 13 | -1 | 9 | -1 | 15 | 1 | -1 | -4 | 20

Fetched one by one from above:
SMILES | PAFAH2 FP inh | LYPLA1 counter | PAFAH1B2 FP inh | PAFAH1B3 FP inh | GSTO1 inh | LYPLA2 counter | PAD4 FP inh | PREPL inhibitor | pPAFAH inh
COc1cccc(-c2cccc(NC(=O)C3CCN(Cc4ccc(C)o4)CC3)c2)c1 | 7 | 1 | 8 | 11 | 4 | -5 | -1 | -1 | 4
NC(=O)[C@H]1CC2(CC(c3cccc(NC(=O)CC(c4ccccc4)c4ccccc4)c3)=NO2)CN1C(=O)C(c1ccccc1)c1ccccc1 (some centres undefined) | -54 | -33 | -20 | -38 | -19 | -62 | 1 | 25 | -14
O=C(c1cnn2c(C(F)(F)F)cc(-c3cccs3)nc12)N1CCOCC1 | 7 | 3 | -1 | 7 | -1 | 1 | -7 | -5 | 3
COc1ccc(CN(C)C(=O)CNC(=O)c2ccc(C)cc2)cc1 | -6 | -1 | 1 | -2 | 22 | 8 | 1 | 12 | 2
COc1ccc(NC(=O)c2cc(-c3cccs3)on2)cc1OC | 2 | -1 | -3 | -3 | 1 | 3 | 0 | 4 | -1
Brc1cccc(OCCCNC2CCCC2)c1 | -2 | 3 | 1 | 6 | -5 | 0 | -6 | -17 | 6
CC1CC/C(=N/Nc2ccccc2)C(=O)N1 (centres undefined) | 6 | -3 | 3 | -2 | 2 | 7 | 3 | 8 | 1

Continued:
SMILES | PAFAH2 FP inh | LYPLA1 counter | PAFAH1B2 FP inh | PAFAH1B3 FP inh | GSTO1 inh | LYPLA2 counter | PAD4 FP inh | PREPL inhibitor | pPAFAH inh
Cc1nn(C)cc1S(=O)(=O)Nc1ncccn1 | -1 | 0 | 0 | -1 | 2 | -4 | -7 | 11 | -4
Cc1ccsc1/C=N/NC(=O)c1cc(-c2ccncc2)nc2ccccc12 | -11 | -6 | 6 | 12 | -5 | -4 | -2 | -11 | 0
Cc1ccc(S(=O)(=O)c2cc(N3CCOCC3)nc(-c3ccccc3)n2)cc1 | 0 | 1 | 2 | 10 | 2 | -6 | -10 | 7 | 0
O=C(NC1CC1)C1CCN(C2CCN(C(=O)/C=C/c3ccc(F)cc3)CC2)CC1 | 3 | -2 | -3 | 0 | -2 | 0 | 2 | 12 | 3
O=C(CCn1nnc(-c2cccs2)n1)N1CCc2ccccc2C1 | -7 | 1 | 7 | 5 | 1 | 7 | -3 | 0 | 5
Cn1c(=O)c(C(=O)COC(=O)c2cc(C(F)(F)F)nc3ccccc23)c(N)n(Cc2ccccc2)c1=O | / | -15 | / | / | -3 | -32 | 4 | -8 | 3
CCSc1nnc(-c2ccc(OC)cc2)o1 | 0 | 2 | 2 | 0 | -4 | 2 | -3 | 17 | 1
CCN(C(=O)C1CCCO1)c1ccccc1 (centres undefined) | -4 | 0 | 2 | -2 | 1 | 2 | -1 | -2 | 2
COC(=O)c1ccc(NC(=O)CO/N=C2\CCCc3nonc32)cc1 | 10 | -2 | -3 | 3 | 0 | 8 | 0 | 7 | 1

Bioassay records: PubChem BioAssay, The Scripps Research Institute Molecular Screening Center
